Screens: PubChem BioAssay, several laboratories
SV40 large T antigen: SV40 large T antigen inhibitors, biochemical (AID 1903); SV40 large T antigen ATPase/helicase inhibition assay; higher % means a stronger effect; 310,000 compounds, 0.39% hits; inhibition, % at 20 µM; hits with a dose series show IC50 in µM; in the data active means a potency from the dose series; inconclusive means inhibition mostly from about 32% at the one dose, without a potency; inactive means the rest, 99 in 100 with inhibition below about 32%; further: strong numbers were not always called active
PhoP inhibition: inhibitors of PhoP regulon expression, primary screen, Salmonella Typhimurium, GFP reporter (AID 1863). S. Typhimurium PhoP-regulated promoter GFP reporter, 4 h; higher % means a stronger effect. inhibition, % at 50 µM, or IC50 in µM where a hit was titrated. 300,000 compounds, 0.16% hits;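 active means inhibition over 29.93%, a cutoff 3 SD above the screen mean, later confirmed by dose response; inconclusive means inhibition over 29.93% but no dose response follow-up; inactive means inhibition at most 29.93% or unconfirmed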;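 further: 0% = low Mg2+ inducing control and 100% = high Mg2+ repressing control; strong numbers were not always called active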
TNAP activators: human TNAP enzyme activators, primary screen, biochemical, luminescent, no phosphate acceptor, uHTS (AID 1001). 200,000 compounds, 0.03% hits. activation fold at 20 µM, or EC50 in µM where a hit was titrated. purified TNAP, luminescent activation assay, no phosphate acceptor; higher activation fold means a stronger effect; in the data active means activation fold from about 3, or a potency from the dose series; inactive means the rest, 99 in 100 with activation fold below about 1.6; further: many of its hits are not listed in these tables
Insulin prom up: insulin promoter activators in MIN6 cells, imaging, high-content screening, mouse beta cells; z-score at 5 µM; MIN6 insulin promoter-GFP reporter; hits give high values; 190,000 compounds, 0.3% hits;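 active means z-score above 3 at 5 µM with at least 500 cells counted in the well; inconclusive means wells under 500 cells, flagged as cytotoxic or low count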
ER stress rescue: rescue of cells from ER stress-induced death, primary screen, 384-well, CSM14.1, thapsigargin, ATP luminescence (AID 1222) | CSM14.1 thapsigargin-induced death rescue, ATP luminescence; higher % means a stronger effect | cellular ATP content (survival), % at 20 µM, or EC50 in µM where a hit was titrated | 190,000 tested, under 10 active;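 active means EC50 below 50 µM in the dose-response confirmation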;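 further: death triggered by thapsigargin at about 15 µM added after 2 h compound pretreatment; cell ATP read after overnight thapsigargin exposure of roughly 18 to 22 hours; normalized against plate controls of thapsigargin alone and 5% DMSO vehicle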
West Nile antiviral: West Nile virus antiviral activity, cell-based, CPE readout (AID 1621); West Nile virus-infected cells, CPE inhibition; higher % means a stronger effect; CPE inhibition, % at 10 µM; hits with a dose series show IC50 in µM; 290,000 compounds, 0.02% hits; in the data active means a potency from the dose series; inconclusive means CPE inhibition mostly from about 3.7% at the one dose, without a potency; inactive means the rest, 99 in 100 with CPE inhibition below about 2.2%; further: strong numbers were not always called active
RSV CPE inhibition: RSV antiviral activity via CPE protection, HEp-2 cells, primary 10 µM value included (AID 2391); HEp-2 cells, RSV-induced CPE inhibition; higher % means a stronger effect; 310,000 compounds, 0.13% hits; one-dose CPE inhibition, % at 10 µM; IC50 in µM for titrated hits; in the data active means a potency from the dose series; inconclusive means CPE inhibition mostly from about 23% at the one dose, without a potency; inactive means the rest, 99 in 100 with CPE inhibition below about 21%; further: strong numbers were not always called active
PMI inhibition: human PMI inhibitors, high substrate, primary screen, biochemical, fluorescence intensity, high mannose 6-phosphate (AID 1220) | 190,000 compounds, 0.66% hits | inhibition, % at 20 µM; hits with a dose series show IC50 in µM | recombinant PMI enzyme, coupled fluorescence intensity; higher % means a stronger effect
human PMI inhibition: inhibitors of human PMI, primary screen, biochemical, fluorescence intensity, coupled assay (AID 1209) | Mannose-6-phosphate isomerase (Homo sapiens) | purified PMI enzyme, coupled fluorescence intensity; higher % means a stronger effect | one-dose inhibition, % at 20 µM; IC50 in µM for titrated hits | 190,000 compounds, 0.42% hits;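 further: plate controls were DMSO vehicle for no effect and wells lacking substrate for full effect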
Insulin prom up cell count: further read-out of Insulin prom up, marked with its call; cell count; measured here: cytotoxicity, nuclei count;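 total cells summed across four imaged fields per well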
Starred values were filed as active, the others as inactive; i = inactive; ? = inconclusive; / = not tested or not shown; & = joins results of further samples. Unless noted, no stated cut-off is given here; in the data, active means inhibition above about 50%; inactive means the rest.

Screens in order – SV40 large T antigen	PhoP inhibition	TNAP activators	Insulin prom up	Insulin prom up cell count	ER stress rescue	West Nile antiviral	RSV CPE inhibition	PMI inhibition	human PMI inhibition
1: Fc1c(F)c(F)c(N/N=C/c2c[nH]c3ccccc23)c(F)c1F
    17%	11%	1	2.6	1514	-3.3%	0.5%	-1.4%	10%	13%
2: CCN1CCN(c2ccc(NC(=O)c3ccco3)cc2Cl)CC1
    9%	1%	/	/	/	/	-0.7%	-0.4%	/	/
3: CN1C(=O)C2(OCCCO2)c2ccccc21
    13%	-1%	/	/	/	/	0.2%	0.6%	/	/
4: Cn1c(=O)c2c(nc(N3CCOCC3)n2CCc2ccccc2)n(C)c1=O
    6%	1%	1.1	/	/	2.6%	-0.3%	1.8%	6%	-4%
5: Cn1ncc2c(Nc3cccc(C(=O)O)c3)ncnc21
    13%	-5%	1	/	/	1.2%	-0.1%	-0.4%	6%	0%
6: N#Cc1nc(-c2ccco2)oc1N1CCC(C(N)=O)CC1
    13%	6%	1	0.58	826	-1.0%	0.2%	-0.5%	-24%	4%
7: Cc1cc(SCC(=O)NC(=O)NCc2ccco2)nc2c(C)cccc12
    16%	8%	0.9	0.69	799	9.9%	-0.1%	1.4%	-65%	-33%
8: O=S(=O)(c1cccc(-c2csc(N/N=C/c3ccco3)n2)c1)N1CCOCC1
    15%	-1%	/	-0.75	965	/	1.8%	18%	/	/
9: Cc1cc(C)cc(NC(=S)NCCSc2ccc(Cl)cc2)c1
    0%	-2%	1.5	-0.41	1274	8.0%	-1.0%	20%	2%	-6%
10: CCc1ccccc1NC(=O)Cn1ccn(-c2ccc(OC)cc2)c(=O)c1=O
    1%	5%	/	/	/	/	-0.4%	2.2%	/	/

(cont.)
Screens in order – SV40 large T antigen	PhoP inhibition	TNAP activators	Insulin prom up	Insulin prom up cell count	ER stress rescue	West Nile antiviral	RSV CPE inhibition	PMI inhibition	human PMI inhibition
11: CCn1c(CNC(=O)COc2ccc(C(C)C)cc2)nnc1SCC(=O)Nc1ccccc1
    -5%	29%	1.2	0.58	828	0.7%	-0.4%	21%	9%	10%
12: CN(C)S(=O)(=O)c1cccc(NC(=S)NC23CC4CC(CC(C4)C2)C3)c1
    2%	6%	/	/	/	/	-1.1%	3.8%	/	/
13: COc1ccc(NS(=O)(=O)c2ccc(N)c(C(=O)O)c2)cc1
    5%	-2%	1.2	0.25	1119	2.5%	0.3%	-1.4%	1%	-1%
14: CN(CC(=O)N1CC=C(c2ccccc2)CC1)S(=O)(=O)c1cnc[nH]1
    11%	0%	1	0.34	1464	-1.2%	1.0%	-0.8%	14%	4%
15: O=C(Nc1nc(-c2ccccc2)cs1)C1CCCN(S(=O)(=O)c2cccc([N+](=O)[O-])c2)C1 (stereo not given)
    6%	3%	1.1	-0.71	908	-2.7%	-1.0%	11%	16%	16%
16: COc1cccc(NC(=O)CCCOc2cc(=O)n(C)c3ccccc23)c1
    7%	5%	1.1	0.93	828	-1.6%	0.4%	6.2%	-1%	5%
17: Cc1cccc2cc(CN(Cc3ccco3)C(=O)Nc3cccc(C#N)c3)c(Cl)nc12
    3%	5%	1.1	-0.8	1496	4.5%	-0.8%	9.1%	5%	14%
18: CCn1c(SCC(=O)N/N=C/C(C)=C\c2ccco2)nnc1-c1ccccc1
    7%	6%	0.9	0.05	1525	-3.5%	-0.3%	4.0%	47%	15%
19: O=S(=O)(c1ccc2ccccc2c1)N(CC(O)COCc1ccco1)c1ccccc1 (stereo not given)
    23%	3%	1.1	-0.18	1324	-1.3%	1.5%	3.2%	10%	11%
20: COc1cccc(OCC(=O)NNC(=O)C(=O)N2CCCC2)c1
    7%	1%	1.1	0.57	1264	-0.7%	2.2%	1.8%	-13%	-19%

New compounds follow
Screens in order – SV40 large T antigen	PhoP inhibition	TNAP activators	Insulin prom up	Insulin prom up cell count	ER stress rescue	West Nile antiviral	RSV CPE inhibition	PMI inhibition	human PMI inhibition
21: CCOC(=O)c1nc2ccccc2c(=O)[nH]1
    5%	14%	/	/	/	/	-0.4%	1.6%	/	/
22: O=C(O)CCC(=O)N1CCN(c2nc(-c3ccccc3)c3ccccc3n2)CC1
    8%	-7%	/	/	/	/	0.3%	1.1%	/	/
23: Cc1nc2c(=O)[nH]c3ccccc3c2o1
    7%	1%	1	-0.22	1411	1.1%	0.4%	1.1%	7%	15%
24: COc1ccc(CCNC(=O)Cc2ccc(OCc3ccccc3)c(OC)c2[N+](=O)[O-])cc1OCc1ccccc1
    26%	-4%	1	-0.78	788	0.1%	/	6.3%	-3%	12%
25: CC1(c2nnc(-c3ccccc3)o2)CC(c2ccc(Cl)cc2)=NO1 (stereo not given)
    6%	4%	/	-0.2	927	/	-0.5%	3.0%	/	/
26: CCOc1ccc(C2NC(=O)NC(c3ccccc3)=C2C(C)=O)cc1OC (stereo not given)
    20%	-5%	/	/	/	/	-0.9%	2.8%	/	/
27: COc1ccc(CN2CCNC(=O)C2CC(=O)NC2CCCCCCC2)cc1C (stereo not given)
    20%	1%	/	/	/	/	-0.5%	2.1%	/	/
28: COC(=O)C(c1ccccc1)N(Cc1cccc(CN(C(C(=O)OC)c2ccccc2)S(C)(=O)=O)c1)S(C)(=O)=O (stereo not given)
    9%	-8%	/	/	/	/	-1.2%	-1.1%	/	/
29: CCC(C)NC(=O)CC(c1ccc(OC)cc1)n1cccc1 (stereo not given)
    3%	3%	1.1	-0.3	1515	0.8%	0.1%	-0.8%	4%	7%
30: CCCC(=O)Nc1cc(C)c2c(=O)oc3ccccc3c2n1
    /	-3%	/	0.59	931	/	-0.2%	-0.7%	/	/

One compound at a time, from the list above. Order of screens: SV40 large T antigen, PhoP inhibition, TNAP activators, Insulin prom up, Insulin prom up cell count, ER stress rescue, West Nile antiviral, RSV CPE inhibition, PMI inhibition, human PMI inhibition
COc1ccc(CN2CCNC(=O)C2CC(=O)NC2CCCCCCC2)cc1C (stereo not given) is listed with 20%, 1%, /, /, /, /, -0.5%, 2.1%, /, /
COC(=O)C(c1ccccc1)N(Cc1cccc(CN(C(C(=O)OC)c2ccccc2)S(C)(=O)=O)c1)S(C)(=O)=O (stereo not given) is listed with 9%, -8%, /, /, /, /, -1.2%, -1.1%, /, /
CCOc1ccc(C2NC(=O)NC(c3ccccc3)=C2C(C)=O)cc1OC (stereo not given) is listed with 20%, -5%, /, /, /, /, -0.9%, 2.8%, /, /
COc1ccc(CCNC(=O)Cc2ccc(OCc3ccccc3)c(OC)c2[N+](=O)[O-])cc1OCc1ccccc1 is listed with 26%, -4%, 1, -0.78, 788, 0.1%, /, 6.3%, -3%, 12%

Later entries:
Screens in order – SV40 large T antigen	PhoP inhibition	TNAP activators	Insulin prom up	Insulin prom up cell count	ER stress rescue	West Nile antiviral	RSV CPE inhibition	PMI inhibition	human PMI inhibition
31: Cc1sc2nc(SC3CCOC3=O)n(Cc3ccccc3)c(=O)c2c1C (stereo not given)
    9%	-5%	1.1	-0.09	1547	2.5%	-0.4%	1.7%	9%	18%
32: CCC(CC)C(=O)NCCc1ccc(S(N)(=O)=O)cc1
    -4%	9%	1.1	0.16	1290	-2.6%	0.6%	-1.1%	7%	5%
33: CCOC(=O)C1CCN(c2c(NCCN(CC)c3ccccc3)c(=O)c2=O)CC1
    16%	-5%	/	0.23	1136	/	-0.5%	-1.6%	/	/
34: Cc1nnc(NC(=O)CSc2nnc(CNC(=O)c3ccccc3)n2-c2ccccc2)s1
    2%&0%	13%	1	-0.52	1810	-1.8%	-0.3%	0.6%	0%	-1%
35: Cn1ccnc1Sc1cc(NCCCO)c([N+](=O)[O-])c2nonc12
    34%	4%	0.9	-0.2	1271	-1.6%	?	0.8%	24%	-1%
36: Cc1ccccc1N=C1NC(=O)/C(=C/c2cccnc2)S1
    4%	-12%	/	-0.35	1175	/	0.3%	2.1%	/	/
37: O=C(NNC(=S)NC(=O)c1ccccc1[N+](=O)[O-])c1ccccc1
    15%	7%	1.1	/	/	-2.4%	-0.2%	-0.6%	-14%	-11%
38: C1=C(c2ccccc2)N2CCN=C2S1
    30%	17%	1.1	-1	939	-1.0%	0.1%	-0.7%	-6%	-4%
39: COc1ccccc1-n1cnnc1SC(C)C(=O)Nc1cccc([N+](=O)[O-])c1 (stereo not given)
    20%	-2%	1	0.54	1513	-3.9%	-0.8%	2.3%	10%	14%
40: COc1ccc(OC)c(C(=O)c2ccc(C(=O)Nc3cccc4ccccc34)cc2)c1
    -4%	1%	1.1	0.41	1302	-3.0%	0.2%	2.7%	-4%	-7%

New compounds follow:
Screens in order – SV40 large T antigen	PhoP inhibition	TNAP activators	Insulin prom up	Insulin prom up cell count	ER stress rescue	West Nile antiviral	RSV CPE inhibition	PMI inhibition	human PMI inhibition
41: CCOC(=O)c1nnn2c1nc(SCC(C)=O)c1ccccc12
    8%	-1%	/	-0.11	1406	/	-0.2%	0.3%	/	/
42: CC(C)(C)C(=O)c1cnc(Nc2ccccc2)s1
    -3%	0%	1	-0.26	1191	-0.2%	0.3%	-0.8%	0%	4%
43: Cc1ccccc1-c1nnc(SCc2ccc(F)cc2)o1
    7%	11%	1.1	0.36	1221	-1.3%	-0.6%	3.0%	2%	11%
44: COc1ccc(CCNC(=O)CC(=O)N/N=C/c2ccc(C(=O)O)cc2)cc1OC
    7%	-1%	/	/	/	/	-0.6%	1.6%	/	/
45: Cc1nnsc1C(=O)N1CCCC(N2CCN(c3cccc(C(F)(F)F)c3)CC2)C1 (stereo not given)
    13%	-8%	/	/	/	/	-0.5%	8.0%	/	/
46: Cc1cc(NS(=O)(=O)c2ccc(NC(=O)CSc3nc4ncc(Br)cc4[nH]3)cc2)nc(C)n1
    7%	-1%	/	-0.19	1092	/	-0.4%	2.8%	/	/
47: Cc1oc2c(C)c3oc(=O)c(CCC(=O)NCCCn4ccnc4)c(C)c3cc2c1C
    11%	-2%	/	/	/	/	-1.2%	-0.6%	/	/
48: Cc1cccc(C(=O)O/N=C(/c2ccccc2)c2ccncc2)c1
    23%	7%	1	0.35	1529	i	-0.1%	5.0%	11%	16%
49: COc1ccc(N(CC(=O)NN=C2CCCCCCC2)S(=O)(=O)c2ccccc2)cc1
    -9%	12%	1	0.32	1790	2.0%	0.1%	1.8%	12%	11%
50: C=C(C)COc1ccc(-c2nc(N)ncc2-c2ccc(Br)cc2)c(O)c1
    22%	1%	/	/	/	/	-0.2%	56%	/	/
51: O=c1oc2ccccc2n1Cn1c(=O)oc2ccccc21
    -33%	-2%	0.9	0.25	1142	-0.6%	0.3%	7.5%	-5%	-10%
52: COc1ccc(-c2cc(C)no2)cc1S(=O)(=O)N1CCCN(Cc2ccccc2Cl)C1
    6%	2%	/	/	/	/	-0.1%	3.1%	/	/
53: Cc1ccccc1C(O)c1ccncc1 (stereo not given)
    6%	13%	1.1	-0.52	898	4.2%	0.0%	3.0%	3%	4%
